Assay outcomes (PubChem BioAssay)
HTR5A inv ctr – counter-screen for OPRM1-OPRD1 inverse agonists: human HTR5A inverse agonism | HTR5A cell line, luminescence | inhibition, % at 9.3 µM | 340,000 tested, 0.083% active; in the data active = inhibition mostly above about 23%, no sharp cut-off; inactive = mostly below about 18%;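 note: 0% = cells with DMSO and 100% = no-cell wells with DMSO; some compounds called inactive have numbers as strong as hits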
Target sequence (P47898 whole entry, looked up): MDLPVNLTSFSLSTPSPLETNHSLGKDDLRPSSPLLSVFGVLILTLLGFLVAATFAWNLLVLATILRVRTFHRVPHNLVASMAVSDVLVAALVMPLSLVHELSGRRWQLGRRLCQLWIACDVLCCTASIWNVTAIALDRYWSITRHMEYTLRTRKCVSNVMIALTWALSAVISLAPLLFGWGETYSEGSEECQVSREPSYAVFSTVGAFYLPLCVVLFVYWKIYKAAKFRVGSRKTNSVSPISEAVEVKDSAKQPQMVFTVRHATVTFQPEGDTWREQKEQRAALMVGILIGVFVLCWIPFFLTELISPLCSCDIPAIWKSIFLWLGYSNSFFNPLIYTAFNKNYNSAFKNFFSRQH
Arr AP2 block – blocks beta-arrestin peptide binding to AP2 adaptin | 340,000 tested, 0.31% active | inhibition, % at 10 µM | FITC-arrestin peptide / GST-AP2 beads, flow cytometry; AP2 beta2 appendage carries R879A mutation;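 active = inhibition above a set limit, near 3 SD of compounds lacking own fluorescence, cut at about 54% in these data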;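 note: plate controls were DMSO wells for no effect and 5 µM unlabelled arrestin peptide for full effect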
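System: GST-AP2 R879A glutathione beads | Also added: FITC-arrestin peptide, 50 nM | Times: 12 min plus 1 h, RT | Signal: Bead flow cytometry, FITC channel | Buffer or medium: PBS with 0.05% Tween 20 and 0.1% BSA | Read-out basis: Percent drop in bead-associated FITC signal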
PKA-R2B activ – PKA-R2B complex activation. PKA-R2B holoenzyme dissociation, Cy5-IP20 fluorescence polarization; R2B truncated from residue 108, S112A mutant; 0% DMSO only, 100% 113 µM cGMP. activation, % at 11.4 µM. 340,000 tested, 0.079% active;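 active = activation above a cutoff set at the mean over all compounds plus 3 SD, cut at about 18% in these data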;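 note: higher means more holoenzyme dissociation and a rise in polarization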
Target sequence (P31323 whole entry, looked up, other chains not shown, the tested form may be a part): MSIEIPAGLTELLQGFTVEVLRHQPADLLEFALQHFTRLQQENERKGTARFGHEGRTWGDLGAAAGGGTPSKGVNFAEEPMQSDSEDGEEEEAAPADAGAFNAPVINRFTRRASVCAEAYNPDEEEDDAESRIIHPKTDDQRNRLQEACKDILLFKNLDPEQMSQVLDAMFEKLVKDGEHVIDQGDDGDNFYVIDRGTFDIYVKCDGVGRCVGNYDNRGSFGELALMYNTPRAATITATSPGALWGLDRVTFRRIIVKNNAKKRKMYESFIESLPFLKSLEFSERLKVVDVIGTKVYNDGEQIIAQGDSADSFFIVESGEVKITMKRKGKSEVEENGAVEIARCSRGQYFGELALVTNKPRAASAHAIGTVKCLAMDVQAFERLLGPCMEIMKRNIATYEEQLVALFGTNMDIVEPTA
Pemphigus Ab inh – blocks pemphigus antibody binding to human desmoglein-3. P32926. DSG3-coupled beads, scFv-anti-DSG3-GFP binding, flow cytometry; hits give low values. binding (percent of control), % at 10 µM. 310,000 tested, 0.48% active. AID 588358;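 active = binding more than 3 SD below its plate's average and above zero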;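 note: hits lower antibody fragment binding to DSG3; some compounds called inactive have numbers as strong as hits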
PKA-R1A act – PKA-R1A complex activation; P00514+P68181; PKA-R1A dissociation, Cy5-IP20 fluorescence polarization; scaled: DMSO 0%, 113 µM cGMP 100%; activation, % at 11.4 µM; 340,000 tested, 0.083% active;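 active = percent activation above the mean of all tested compounds plus 3 SD, cut at about 19% in these data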;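 note: higher means more PKAc released from R1A so a rise in polarization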
HTR5A ag ctr – activates human HTR5A in OPRM1-OPRD1 agonist counter-screen. P47898. HTR5A agonist assay, luminescence, cell-based. activation, % at 9.3 µM. 340,000 tested, 0.61% active. AID 504692; in the data active = activation mostly above about 9.5%, no sharp cut-off; inactive = mostly below about 7.6%;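 note: 0% = cells with vehicle only and 100% = reference agonist; strong numbers were not always called active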
OPRM1-OPRD1 inv – inverse agonist of human OPRM1-OPRD1 heterodimerization; P35372+P41143; cell-based MOR-DOR heterodimer luminescence, inverse agonism; inhibition, % at 9.3 µM; 340,000 tested, 0.21% active; AID 504357; in the data active = inhibition above about 22%, passing the limit was not always enough;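 note: 0% = cells with DMSO and 100% = wells without cells with DMSO; values of inactives mirror those of a sister screen read the other way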
MOR-DOR ag – agonists of human mu-delta opioid receptor heterodimerization | P35372+P41143 | cells, OPRM1-OPRD1 heterodimerization, luminescence | activation, % at 9.3 µM | 340,000 tested, 0.3% active | AID 504326; in the data active = activation above about 18%;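 note: 0% = vehicle-treated cells and 100% = reference agonist; values of inactives mirror those of a sister screen read the other way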
DAGLB inhibitor – diacylglycerol lipase beta (human) inhibition; Q8NCG7; inhibition, % at 5.17 µM; 340,000 tested, 0.059% active; HEK293T DAGLB membrane lysate, EnzChek fluorogenic substrate; in the data active = inhibition above about 34%;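 note: 0% = enzyme with vehicle and 100% = wells lacking enzyme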
V-ATPase pH – yeast V-ATPase proton transport regulation by pHLuorin; 350,000 tested, 0.37% active; S. cerevisiae, pHLuorin cytosolic pH fluorescence; AID 504577; response, % at 10 µM; in the data active = response mostly above about 7.3%, no sharp cut-off; inactive = mostly below about 5.4%; note: actives read high; inactives centre near 0; some compounds called inactive have numbers as strong as hits; reference of the scale not given here
* hit, by the source's call; · = no result given.

SMILES	PKA-R1A act	DAGLB inhibitor	Arr AP2 block	HTR5A ag ctr	OPRM1-OPRD1 inv	PKA-R2B activ	HTR5A inv ctr	V-ATPase pH	Pemphigus Ab inh	MOR-DOR ag
O=C(Nc1ccccc1)c1ccc(-c2ccccc2)s1	0	-15	-7	4	-52	-6	-9	1	98	9.9
CCCSc1nc2c(c(=O)n1-c1ccc(OCC)cc1)SCC2	-3	-4	36	5	2	-2	10	-2	102	-0.4
Cc1ccc(C)c(-c2nnc(OCC(=O)Nc3cc(C)on3)c3ccccc23)c1	-15	0	16	-1	12	-10	30	-3	·	-1.9
CCOC(=O)N1CCN(S(=O)(=O)c2ccc(C(=O)Nc3nnc(C4CC4)o3)cc2)CC1	-4	0	19	3	3	1	7	-2	131	-0.6
O=Cc1cccc(OCc2cccc3ccccc23)c1	-4	-5	6	3	3	-8	-9	-5	90	-0.7
O=C(Nc1ccc(-c2ccc(N3CCCCC3)nn2)cc1)c1ccco1	-3	0	3	-4	9	-2	12	2	99	-1.5
Cc1occc1-c1nnc(SCC(=O)c2c(N)n(C3CC3)c(=O)[nH]c2=O)n1C	12	1	-1	-1	3	2	3	4	·	-0.8
COc1ccc(-c2ccc(F)cc2)cc1[C@H]1[C@H]2C=CC[C@@H](C)[C@@H]2C(=O)N1Cc1ccccc1	-4	-17	0	0	-12	2	-14	3	112	2.2
O=c1c(-c2ccccc2)[n+]([O-])c2ccccc2n1O	-2	3	7	0	10	-15	-30	-2	98	-1.9
CC1(C)Cc2c(cnn2-c2ccccc2)C(=O)/C1=N\NC(=O)c1ccccc1	-1	-1	-5	-3	15	3	11	2	95	-2.7
COc1ccc(C2C(C(C)=O)=C(O)C(=O)N2c2ccc(O)cc2)cc1 (configuration not stated)	3	-1	-16	4	17	-2	-13	-1	113	-3.5
S=c1[nH]nc(-c2ccc(Cl)cc2Cl)n1-c1ccccc1	-10	0	9	-2	6	-7	-3	-3	107	-1.1
CCOc1ccccc1Nc1nc(N)nc(CSc2nccc(C)n2)n1	-6	-5	-5	0	9	-16	-6	-2	95	-1.4
COC(=O)Nc1ccc(SCC(=O)c2ccccc2)cc1	-8	-2	39	-3	10	-4	-26	1	105	-1.9
CCN1CCN(Cc2ccc(NC(=O)c3ccc(C)c(NC(=O)c4cncc(-c5cccs5)c4)c3)cc2C(F)(F)F)CC1	-3	0	-7	-6	5	1	3	-3	114	-0.9
CC(C)C1Oc2ccccc2N(CC(=O)N(Cc2ccncc2)Cc2ccco2)C1=O (configuration not stated)	-7	0	20	0	13	4	0	-4	·	-2.2
Cn1cc(CCC(=O)N2CCCC(C(=O)c3ccc(C(C)(C)C)cc3)C2)cn1 (configuration not stated)	2	2	6	5	13	-12	-13	-5	102	-2.5
Cc1ccc(C(=O)N/N=C(/CC(=O)c2cccs2)C(F)(F)F)cc1	6	15	3	4	14	4	9	0	111	-2.7
C[C@@H]1CN([C@H](C)CO)C(=O)c2cc(-c3ccc(C#N)cc3)cnc2O[C@H]1CN(C)C(=O)c1ccccc1	9	2	·	·	·	5	·	1	·	·
C=CCSc1nnc(N2C(=O)C(O)=C(C(=O)c3ccco3)C2c2ccccc2F)s1 (configuration not stated)	-9	7	-14	1	10	-2	-5	5	136	-2.0
O=C(NCc1ccco1)c1cc2ccccc2c(=O)o1	-11	-1	-6	-5	17	-9	12	-1	107	-3.0
O=C(/C=C/NNC(=O)c1ccccc1)c1ccc(Br)cc1	-7	4	2	-2	9	-9	-10	0	98	-1.6
CCCN(C)C[C@H]1Oc2ncc(Br)cc2C(=O)N([C@@H](C)CO)C[C@@H]1C	2	-1	·	·	·	-4	·	-1	115	·
Cc1ccccc1OCC(=O)NNC(=O)CCc1ccccc1	-14	-1	8	-1	5	-8	16	-1	99	-0.8
O=C(Nc1cccc2ccccc12)c1cnccn1	6	-2	3	4	2	3	-17	4	115	-0.3
Cc1ccc(/C=C(\NC(=O)c2ccccc2)C(=O)N2CCCC2C(=O)O)cc1 (configuration not stated)	-6	-1	12	-2	-9	-3	6	-1	96	1.6
CC(C)C1=CC(=Nc2ccc(S(N)(=O)=O)cc2)C=C(C(C)C)C1=O	7	-1	40	3	-64	2	-10	3	106	12
CCOC(CNC(=O)c1cc2c(=O)n(CC)c3ccccc3c2s1)OCC	2	-2	-6	0	14	7	1	1	94	-3.2
Cc1cccc(C(=O)NCC(=O)N2CCN(S(=O)(=O)c3cc(C)ccc3C)CC2)c1	-4	3	18	-1	10	-12	-19	4	99	-1.8
Cc1ccc(C(=O)N[C@H](C(=O)Nc2cc(Cl)cc(Cl)c2)C(C)C)cc1	6	-4	1	3	5	-1	7	1	106	-1.0
COc1ccc(NC(=O)CN2C(=O)c3ccccc3S2(=O)=O)cc1OC	-2	-4	28	-1	10	-2	2	2	96	-1.7
CCOc1ccc(NC(=O)CSc2nc3ccsc3c(=O)n2Cc2ccc(C(=O)O)cc2)cc1	-9	2	·	·	·	8	·	-1	96	·
COc1ccc(N(CC(=O)N2CCc3ccccc3C2)S(=O)(=O)c2ccccc2)cc1	-7	-2	0	1	15	-5	4	-3	113	-3.1
Nc1nnc(SCC(=O)NC2CCCc3ccccc32)s1 (configuration not stated)	3	-3	-3	-3	14	-2	-46	1	99	-2.7
O=C(Cc1ccccc1)Nc1ccccc1Sc1ccccc1	-14	-9	-2	1	-28	-5	17	2	125	5.3
COc1ccccc1N1CCN(C2CCC(C)CC2)CC1 (configuration not stated)	-9	-3	-11	-2	8	2	7	2	113	-1.6
Cc1cc(C)n(CC(O)COCc2ccco2)n1 (configuration not stated)	-1	4	6	1	3	6	-3	0	88	-0.7
O=C(CSc1nnc2ccccn12)Nc1ccccc1[N+](=O)[O-]	-5	2	·	·	·	7	·	1	101	·
C/C(CC(=O)NC(C)(C)C)=N\NC(=O)c1ccco1	-14	0	4	0	9	-6	10	-2	·	-1.9
COc1ccc(N2CCN(S(=O)(=O)c3cc4c5c(c3)C(C)C(=O)N5CCC4)CC2)cc1 (configuration not stated)	-1	0	-5	-2	6	-2	7	2	99	-1.0
CCOC(=O)c1cnc(SCc2ccccc2)nc1N	-6	-8	8	13	-14	-7	-33	-2	·	2.4
CC1CCC2(CC1)NC(=O)N(CC(=O)N1CCOCC1)C2=O (configuration not stated)	2	-1	-5	6	3	-2	-24	-7	119	-0.6
CC(=NNC(=S)N1CCN(c2ccccn2)CC1)c1ccccn1	-5	1	41	6	15	5	-24	-3	83	-3.3
COc1ccc(C2N(c3ccc(Cl)cc3)N=C(C(C)=O)N(C)N2C(C)=O)cc1 (configuration not stated)	-4	-1	-4	-2	-5	-1	6	2	104	0.9
COc1ccc(S(=O)(=O)N2CCN(c3cccc(C)c3C)CC2)cc1	-13	-15	6	-4	7	6	10	5	113	-1.4
COc1ccc(C(=O)OC(C)CN2CCN(C)CC2)cc1 (configuration not stated)	-4	-3	-4	-1	8	4	3	1	102	-1.6
CCc1ccc(NC(=O)CSc2nc(CSc3ccc(C)cc3)cc(=O)[nH]2)cc1	-4	6	5	5	8	-9	-14	3	94	-1.5
Cc1ccccc1NC(=O)Cn1c(C)nc2ccc(N)cc2c1=O	-1	0	-4	-3	6	-2	-5	0	99	-1.1
COc1ccc(S(=O)(=O)N2CCOCC2)cc1NC(=O)c1ccccc1-c1ccc(C(F)(F)F)cc1	1	-4	-1	2	-22	-5	20	3	86	4.9
CCc1ccc2c(CN3CCN(Cc4ccccc4)CC3)cc(=O)oc2c1	0	-3	18	-2	-17	0	5	-2	128	2.1
C[C@]12CCC(=O)C=C1C=CC1C2CC[C@@]2(C)C1CC[C@@]21CCC(=O)O1 (some centres not stated)	0	-2	-2	3	-5	7	-11	3	123	0.9
COc1ccc(N(CC(=O)N2CCCCCC2)S(=O)(=O)c2ccccc2)cc1	-10	-3	-10	1	3	2	13	0	97	-0.4
NC(=O)c1ccc(-n2nnnc2Oc2ccccc2)cc1	-1	1	-10	3	-1	-1	1	-3	97	0.1
COC(=O)CSc1nnc(C)c(=O)[nH]1	-5	0	3	-4	13	-10	-12	0	95	-2.2
O=C(NC1CCN(Cc2ccccc2)CC1)c1ccc(Cl)cc1Cl	-6	-1	39	-3	7	-7	-16	0	102	-1.5
S=c1[nH]nc2nnc3ccccc3n12	-15	-3	-13	-1	5	4	-1	-4	102	-0.9
O=C(Nc1nc2n(n1)C(c1ccccc1)CC(c1ccc(Cl)cc1)N2)c1ccco1 (configuration not stated)	-3	1	3	10	3	1	-6	1	102	-0.7
CCOc1ccc(NC(=O)CN(C)C(=O)c2ccccc2CCc2ccccc2)cc1OCC	0	-3	6	7	-25	-7	-22	0	107	3.9
Cc1ccc(CNC(=O)CSc2nccn(-c3ccc(C)c(F)c3)c2=O)cc1	-1	0	1	4	9	6	-11	1	98	-1.4
COc1ccc(Br)cc1/C=N/NC(=O)C[n+]1ccccc1	3	2	3	-2	18	2	6	-3	102	-3.7

New compounds follow:
SMILES	PKA-R1A act	DAGLB inhibitor	Arr AP2 block	HTR5A ag ctr	OPRM1-OPRD1 inv	PKA-R2B activ	HTR5A inv ctr	V-ATPase pH	Pemphigus Ab inh	MOR-DOR ag
Cc1cc(Br)ccc1SCC(=O)OCC(=O)NCc1ccco1	-6	-1	7	3	0	-11	-8	0	112	0.1
CCOc1ccc(N(C(=O)Cn2nnc3ccccc32)C(C(=O)NC(C)(C)CC)c2cccn2C)cc1 (configuration not stated)	8	0	4	-1	6	8	-9	-2	107	-1.1
Cc1nc2cc(F)ccc2n1C1CCN(C(=O)c2ccc(F)cc2F)CC1	-9	0	-2	2	2	-10	0	-3	101	-0.4
C=CCCCCCCCCC(=O)NNC1CC(=O)N(c2ccccc2)C1=O (configuration not stated)	-5	3	-5	-2	2	8	5	5	·	-0.3
COc1cc(C(=O)OCC(=O)N(C)Cc2ccccc2)cc(OC)c1OC	-5	-1	-11	3	13	-4	-8	-1	108	-2.3
Cc1ccc(CN2CC34C=CC(O3)C(C(=O)NCc3ccc5c(c3)OCO5)C4C2=O)cc1 (configuration not stated)	-8	2	-4	1	4	-6	13	-1	103	-0.6
O=c1oc2ccccc2c(NC2CCCCC2)c1NS(=O)(=O)c1ccc(Cl)cc1	-5	-1	23	-1	-6	-9	5	3	126	1.2
Cc1c(C(=O)N2CCOCC2)sc(NC(=O)CCl)c1C#N	-9	0	1	-1	6	-1	2	-3	·	-0.8
CCOC(=O)C1=CC[C@H]2c3c(c4ccccc4n3C)C(=O)C1N2S(=O)(=O)c1ccc(C)cc1	0	-2	2	-1	2	-1	12	-3	99	-0.5
CS(=O)(=O)N1CCC(C(=O)Nc2ccccc2Cl)CC1	6	1	2	-1	-9	0	3	0	123	1.8
